# MBD2 inh: MBD2-methylated oligo binding inhibition | TR-FRET, MBD2 binding to methylated oligonucleotide | hit rate 0.31% among 370,000 | inhibition, % at 4.4 µM | Q9UBB5; in the data active = inhibition above about 13%
# rCAG RNA binder: molecules binding r(CAG) RNA repeats. r(CAG) RNA repeat, TO-PRO-1 dye displacement fluorescence. AID 651821. hit rate 1.3% among 370,000. inhibition, % at 3 µM;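 active = inhibition above the plate cutoff, the mean of all test compounds on that plate plus 3 SD, cut at about 35% in these data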;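 also: 0% = DMSO alone and 100% = 100 µM mitoxantrone as full dye displacement; higher means more dye released from RNA so lower well fluorescence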
# PRMT1 inh: blocks human protein arginine methyltransferase 1 | Q99873 | recombinant PRMT1, activity-based probe fluorescence polarization | inhibition, % at 2.79 µM | hit rate 1.3% among 370,000 | AID 652257;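 active = inhibition above about 21% made by adding two undisclosed values, limit read from the data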
# ABHD4 inh: inhibitors of mouse ABHD4; purified mABHD4, FP-Rh probe fluorescence polarization; AID 720543; Q8VD66; inhibition, % at 8.92 µM; hit rate 0.54% among 370,000;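 active = inhibition exceeding the mean over every tested compound plus 3 SD, cut at about 30% in these data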;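 also: 0% = plate median of compound wells and 100% = S159A mutant with DMSO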
#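 Assay system: mABHD4 protein; medium: HEPES pH 7.0, NaCl, Pluronic buffer; dosing: 8.92 µM, single dose; schedule: 45 min + 60 min at 25 °C; signal: FP readout, ex 525 nm / em 598 nm; read-out: normalized percent inhibition of probe labeling; repeats: single replicate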
# LEDGF integ inh: blocks HIV-1 LEDGF/p75-dependent DNA integration. TR-FRET IN-LEDGF/p75 DNA integration, Eu/Cy5. inhibition, % at 3.7 µM. hit rate 0.64% among 370,000;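 active = inhibition above the screen-wide mean plus 3 SD, cut at about 13% in these data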;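 also: signal is the Cy5 over europium emission ratio at 671 and 618 nm; 0% = plate median of compound wells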
# UHRF1 binding: human UHRF1 methylated DNA binding inhibitors; Q96T88; UHRF1 binding to methylated oligo, TR-FRET; inhibition, % at 4.4 µM; hit rate 0.75% among 370,000; AID 687016; in the data active = inhibition above about 21%;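 also: UHRF1 SRA domain binding a hemimethylated CpG hairpin DNA probe; 0% = median of test compound wells and 100% = reference inhibitor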
# Target sequence (Q96T88 whole entry, looked up, the tested form may be a part): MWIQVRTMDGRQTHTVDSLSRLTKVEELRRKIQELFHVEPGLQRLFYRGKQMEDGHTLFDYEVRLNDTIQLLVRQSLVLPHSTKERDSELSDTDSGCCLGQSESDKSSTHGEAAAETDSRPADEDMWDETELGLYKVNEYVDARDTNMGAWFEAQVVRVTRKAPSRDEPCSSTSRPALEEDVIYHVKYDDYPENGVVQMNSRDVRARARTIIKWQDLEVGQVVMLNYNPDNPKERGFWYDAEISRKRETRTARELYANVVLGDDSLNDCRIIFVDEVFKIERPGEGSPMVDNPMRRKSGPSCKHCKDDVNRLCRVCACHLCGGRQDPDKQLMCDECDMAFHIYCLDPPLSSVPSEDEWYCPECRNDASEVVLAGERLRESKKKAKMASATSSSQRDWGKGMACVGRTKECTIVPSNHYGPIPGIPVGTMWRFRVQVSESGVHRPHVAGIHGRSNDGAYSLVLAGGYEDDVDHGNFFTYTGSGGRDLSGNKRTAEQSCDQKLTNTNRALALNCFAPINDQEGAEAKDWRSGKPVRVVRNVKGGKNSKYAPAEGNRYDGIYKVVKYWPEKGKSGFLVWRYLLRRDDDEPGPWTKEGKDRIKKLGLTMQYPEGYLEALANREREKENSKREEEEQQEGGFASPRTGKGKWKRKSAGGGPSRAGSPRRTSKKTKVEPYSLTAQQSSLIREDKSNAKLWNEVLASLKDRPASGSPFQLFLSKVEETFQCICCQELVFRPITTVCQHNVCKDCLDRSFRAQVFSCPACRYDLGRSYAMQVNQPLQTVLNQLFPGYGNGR
# NR1D1 modulator: modulates human Rev-erb alpha binding to DNA; P20393; Rev-erbα–FITC-DNA binding, fluorescence polarization, 90 min; activity, % at 10 µM; hit rate 0.79% among 370,000;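 active = activity above about 14%, limit read from the data; passing the limit was not always enough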;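 also: 0% = DMSO wells with 35 nM protein and 100% = DMSO wells with 750 nM protein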
# PG9 Ab binder: PG9 antibody binding by small molecule; TR-FRET gp120-PG9 antibody binding; inhibition, % at 6.7 µM; hit rate 0.43% among 360,000; AID 624416; in the data active = inhibition above about 8.5%
# TCR CD3 inh: human TCR-CD3 binding inhibition; TAMRA-labeled TCR probe fluorescence, biochemical; inhibition, % at 9.4 µM; hit rate 0.37% among 360,000; in the data active = inhibition above about 19%;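 also: recombinant mutant TCR 2C K166C tagged with TAMRA read by polarization; 0% = receptor in buffer alone and 100% = receptor with positive control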
# HTRA1 inhibitor: inhibitors of human serine peptidase HTRA1 | recombinant HTRA1, FP-rhodamine activity-based probe, fluorescence polarization | Q92743 | inhibition, % at 5.96 µM | hit rate 0.5% among 340,000 | AID 504803; in the data active = inhibition above about 36%;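 also: 0% = enzyme with DMSO and 100% = wells lacking enzyme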
# * marks the source's active call; other numbers are inactive results; / = no result given; & = joins results of further samples. Not all compounds are listed; the hit share may differ from the screen's.
Compound	MBD2 inh	rCAG RNA binder	PRMT1 inh	ABHD4 inh	LEDGF integ inh	UHRF1 binding	NR1D1 modulator	PG9 Ab binder	TCR CD3 inh	HTRA1 inhibitor
CCOc1ccc(N=c2oc3cc(O)ccc3cc2C(=O)NCC2CCCO2)cc1 (stereo unspecified)	1.4	0.9	-0.2	4.8	-0.5	-2.8	-7.7	-1.0	5.6	5.6
Cn1nnnc1SCC(=O)Nc1nc2c(s1)CCCC2	2.0	1.2	-1.4	-1.6	-1.0	-2.1	-0.6	-2.7	-3.2	5.8
CC1SC(=S)N(c2ccc(N(C)C)cc2)C1=O (stereo unspecified)	-8.6	4.4	9.1	33.3*	20.3*	0.4	-3.2	-0.9	0.8	28.7
COc1ccccc1C(=O)NCC(=O)NCC1(N2CCCCC2)CCCCC1	6.9	-2.5	2.6	-0.2	-1.4	1.9	5.1	0.8	1.8	3.1
Cc1cccc(NC(=S)N2CCC(C(N)=O)(N3CCCCC3)CC2)c1C	-5.7	-0.3	-3.2	-2.3	-0.6	-1.2	-3.8	1.1	-1.0	-3.2
CSc1ccc2c(c1)C(N1CCN(C)CC1)Cc1ccccc1S2 (stereo unspecified)	-0.6&4.3	2.5&-0.8	-3.1&5.7	10.2&14.4	-1.1&-3.2	-3.1&0.8	-1.8&2.8&-2.2	-0.1&0.8	-2.7&9.0	1.7&-2.0
CCCC(=O)Nc1ccc(-c2csc(N/N=C\c3ccncc3)n2)cc1	-3.8	18.7	2.5	0.1	4.6	-3.9	1.6	-3.9	1.5	1.5
CNC(=O)c1cc(NC(=O)CCn2nc(-c3ccc(C)cc3)c3ccccc3c2=O)ccc1OC	-1.4	-6.4	-1.7	4.5	-0.8	0.1	5.2	-2.2	8.7	/
CCOc1ccc(-n2nnnc2SCC(=O)Nc2ccc(NC(C)=O)cc2)cc1	-2.8	-0.6	0.3	-1.7	-4.4	-0.6	-3.5	-0.3	0.8	5.4
FC(F)(F)c1cc(-c2ccco2)nc(N2CCN(Cc3ccccc3)CC2)n1	0.8	-2.9	0.3	0.3	-2.2	1.4	-1.9	1.7	3.2	-7.8
Cc1ccc(CONC(=O)c2ccccc2Cl)cc1	2.3	-0.2	-2.2	4.7	-1.4	0.3	3.9	1.8	-1.6	0.8
Cc1ccc2nc3ccc(N4CCCC4)nn3c(=O)c2c1	-6.6	6.3	1.3	2.2	2.9	-5.3	7.8	-2.9	7.8	4.2
Cc1ccccc1NC(=O)Cc1nc(COC(=O)Cc2cccc(C(F)(F)F)c2)cs1	-0.7	10.2	1.3	2.4	-4.2	-1.0	-5.5	-2.5	-0.7	-16.3
CN(C)S(=O)(=O)c1ccc(C(=O)NCCS(=O)(=O)N2CCN(c3ccc(F)cc3)CC2)cc1	4.4	-0.1	-2.5	2.1	-2.0	1.3	-6.6	1.8	-2.1	2.9
COc1ccc(CCNC(=O)C(C)SCC(=O)Nc2ccc(F)cc2)cc1 (stereo unspecified)	0.7	3.2	-2.1	7.6	-2.6	-1.6	-1.6	0.8	-3.5	-3.9
COc1ccc2c(c1)OC(O)(C(F)(F)C(F)F)CC2=O (stereo unspecified)	4.3	0.6	-0.9	-3.9	3.1	0.9	/	-0.5	8.4	-0.1
COc1ccc(NC(=O)CSc2ncnc3scc(-c4ccc(C)cc4)c23)cc1OC	-2.8	8.7	-1.0	0.6	2.0	-1.0	-0.7	/	/	/
COC1CCCN(Cc2c(C(=O)N3CCc4ccccc4C3)nc3ccc(Cl)cn23)C1 (stereo unspecified)	-3.0	2.2	2.1	2.4	-1.7	-2.0	0.1	-1.2	6.6	-0.1
CCOCCCNS(=O)(=O)c1ccc(NC(=O)CN2C(=O)c3ccccc3C2=O)cc1	-5.8	5.0	-1.9	1.7	-1.2	0.2	-3.5	-2.5	0.5	-5.0
Cc1cc([N+](=O)[O-])nn1CCCC(=O)O	4.3	-0.3	-4.5	-3.5	1.4	2.8	-2.9	-0.2	2.8	-6.7
CCOC(=O)CSc1c(-c2cccs2)[nH]c2ccccc12	4.8	3.3	-0.2	2.9	-4.3	1.1	-1.4	-2.7	-1.5	8.1
N#C/C(=N\Nc1cccc(F)c1)C(=O)C1CC1	3.9	5.5	-0.9	5.7	-6.1	-1.0	3.1	0.5	-0.1	8.1
Cc1cccc(OCC(=O)Nc2ccncc2)c1C	-4.4	-0.9	-4.7	-0.3	0.4	-1.3	-3.6	-0.5	1.9	1.6
CCOC(=O)[C@]12CCCCC/C=C\1N(Cc1ccc(OC)cc1)C(=O)[C@H]2CC(=O)NCc1ccccc1	-3.3	3.5	0.7	-1.0	0.1	0.9	3.2	/	/	/
O=C(/C=C/c1ccc(S(=O)(=O)NCc2ccco2)cc1)NCc1cccc(Cl)c1	7.7	12.4	5.2	-36.4	1.0	3.7	4.2	0.4	-1.8	-39.4
O=C(NCc1ccccc1)NCc1cccs1	0.3	5.4	2.0	1.1	-1.8	0.7	5.8	0.4	1.4	1.7
CCNC(=O)COc1ccc(F)cc1C(=O)c1cnn(-c2ccccc2)c1	6.2	-1.6	7.9	-10.3	-2.9	3.8	2.6	0.3	-0.6	-5.6
C=CCn1c(-c2ccccc2)ccc(C#N)c1=O	-2.5	1.6	0.8	-4.4	-2.7	-2.0	2.9	-0.3	4.2	-9.7
COc1cc(OC)c2ccc(=O)oc2c1C(CC(=O)N1CCCC(C)C1)c1ccc2c(c1)OCO2 (stereo unspecified)	1.2	6.3	-1.9	-2.2	1.3	0.4	-0.7	1.1	-5.5	-8.5
CN(Cc1ccccc1)S(=O)(=O)c1ccc(NC(=O)C2CCCO2)cc1 (stereo unspecified)	-2.1	0.5	0.7	6.4	-0.1	6.4	1.5	0.4	-6.3	-2.3
Cc1cc2cc(CNS(=O)(=O)c3ccccc3)ccc2n1C	-9.7	16.1	0.5	37.0*	6.1	-3.0	0.8	0.9	50.3*	51.3*
COc1ccc(C(=O)NCC(=O)N/N=C/c2cn[nH]c2-c2ccccc2)cc1	3.0	3.1	-1.6	6.2	-2.8	3.1	1.1	0.4	-3.4	-1.7
Cc1nc(NC(=O)/C=C/c2ccccc2)n[nH]1	-5.0	-0.4	0.2	1.8	2.6	-1.2	-0.6	-1.8	-0.1	-0.3
CC(C)CCOCC(=O)Nc1cccc(C(=O)O)c1	0.7	2.2	-1.5	4.0	-1.1	-0.3	-0.6	1.8	1.7	-4.5
O=C(O)c1ccc(NC2=C/C(=N/S(=O)(=O)c3ccccc3)c3ccccc3C2=O)cc1	-10.8	60.7*	6.5	48.4*	49.3*	8.0	-19.8	-19.3	7.6	34.2
CCOc1ccc(N2CC(C(=O)NCCc3ccccc3)CC2=O)cc1 (stereo unspecified)	-3.5	-6.5	-2.8	-1.1	1.0	2.3	0.9	-0.7	6.5	1.7
CC(=O)Nc1cccc(NC(=O)CSc2nnc(Cc3cccn3C)n2CCc2ccccc2)c1	1.6	1.9	1.1	-4.6	0.9	-3.9	1.3	0.9	-2.5	-3.6
COc1ccc2c(c1C)CCC(C)(C#N)C2=O (stereo unspecified)	3.1	-0.3	5.9	-2.6	-2.7	2.5	1.1	1.6	-3.2	-6.5
Cn1cc(C(=O)N2CCc3ccccc3C2)c(=O)c2cc(S(=O)(=O)N3CCOCC3)ccc21	1.8	0.7	0.9	2.9	-2.6	2.6	0.8	-1.2	1.6	-1.2
c1ccc(OCCOc2cccc3cccnc23)cc1	0.3	-1.9	-1.7	1.9	-2.1	-1.0	7.5	-2.8	4.8	1.0
O=C(COc1ccc(Cl)cc1)Nc1ccccc1Cl	0.9	-4.5	2.9	-3.4	-1.2	2.8	-3.6	0.3	-12.4	-9.8
COc1cccc(OCc2cc(C(=O)NCCc3cccc(C)n3)no2)c1	-3.3	-4.8	-1.2	-2.3	-1.3	-1.9	-1.4	-2.8	7.3	-1.4
N#CC1(NC(=O)CN2C(=O)c3ccccc3C2=O)CCCCC1	-3.2	4.3	2.7	5.5	-6.1	2.9	-1.1	2.3	-2.5	4.0
COc1ccc(NC(=O)COc2ccc(S(=O)(=O)N3CCOCC3)cc2C)cc1OC	2.0	-0.1	4.3	3.8	-4.7	3.5	2.6	-0.7	-5.4	5.2
CCc1nn(CC(=O)N2CCC(C)CC2)c(=O)c2cccn12	0.0	-1.9	0.9	-1.3	1.9	-0.1	7.6	-1.4	11.2	2.3
Cc1ccc(NC(=O)Cn2cc(C=O)c3ccccc32)cc1	0.2	7.1	-1.9	1.1	-1.5	-0.6	12.2	-1.2	7.0	-3.2
CC(=O)Nc1ccc(NC(=O)c2ccc(N(C)S(=O)(=O)c3ccc(C)cc3)cc2)cc1	-0.4	1.8	0.1	-5.7	1.3	0.4	-1.7	-2.6	-1.3	0.1
Cc1ccc2cc(CN(C(=O)c3cccnc3)C(C)C)c(=O)[nH]c2c1	1.2	9.2	1.6	2.8	-1.9	-0.8	-1.0	-0.3	4.8	-17.3
Cc1ccccc1Nc1c(-c2ccncc2)nc2ccc(Br)cn12	5.5	-5.2	0.2	-2.7	-1.5	0.4	0.4	0.2	1.7	-23.8
CN(C(=O)COC(=O)CCc1c[nH]c2ccccc12)c1ccccc1	-1.4	-8.8	-2.0	-2.9	-1.6	1.0	0.7	2.1	4.5	-1.7
Nc1cc(C(=O)OCC(=O)NCc2ccco2)ccc1Cl	-2.9	6.1	1.9	-4.3	0.2	0.0	-2.4	-0.9	6.0	-2.6
C#CCOC(=O)c1ccccc1C(=O)N(CC)CC	-1.7	-0.5	-0.1	1.9	3.3	0.1	-0.4	0.0	9.0	2.8
CO/N=C/CC(=O)c1ccc([N+](=O)[O-])c(CS(=O)(=O)c2ccc(Cl)cc2)c1	-2.0	19.2	2.6	7.1	2.4	0.2	3.2	-0.2	1.4	-8.2
COc1cc(OC)c(NC(=S)NCc2ccccc2)cc1Cl	2.5	-0.1	7.0	-4.6	-3.4	65.0*	6.2	2.5	-2.2	-7.8
O=[N+]([O-])c1ccc(-c2ccc(C=Nc3cccc4ccccc34)o2)cc1	-5.7	0.9	22.0*	14.3	-0.8	-11.0	3.4	0.5	-1.2	-0.1
Cc1cc(F)ccc1NC(=O)c1cc(S(=O)(=O)N2CCCC2)cn1C	-4.8	-1.4	-3.9	3.6	3.2	0.1	-1.7	-1.2	2.1	-2.6
COc1ccc(-c2noc(CCCC(=O)NCc3ccco3)n2)cc1OC	-2.4	3.0	4.7	6.9	3.4	4.3	0.2	2.6	-10.2	0.8
COc1ccc([C@H](NC(=O)OC(C)(C)C)C(=O)OC(C)(C)C)cc1	5.0	-9.2	4.8	6.6	-1.9	-1.8	-2.6	-1.1	3.3	0.9
CC(C)CNC(=S)N1CCC(C(=O)c2ccc(Cl)cc2)CC1	1.4	0.5	-2.0	-4.8	-3.4	-0.1	-8.1	0.3	0.4	-6.1

# Shown as a hit in PRMT1 inh, among the entries above:
SMILES | MBD2 inh | PRMT1 inh | LEDGF integ inh | UHRF1 binding | NR1D1 modulator | PG9 Ab binder | TCR CD3 inh | HTRA1 inhibitor
O=[N+]([O-])c1ccc(-c2ccc(C=Nc3cccc4ccccc34)o2)cc1 | -5.7 | 22.0* | -0.8 | -11.0 | 3.4 | 0.5 | -1.2 | -0.1

# Screening results from PubChem.
